# Avidin fluor: green autofluorescence of compounds with avidin beads – biophysical, 488/530 nm, flow cytometry, artefact control, profiling panel; actives 0.38% (n = 220,000); fluorescence (KMESF) at 10 µM; compound fluorescence 488/530 nm; active compounds read high; in the data active = fluorescence above about 47; note: inactives centre near 10
# Cdc42 wt GTP: modulators of GTP binding to wildtype Cdc42, primary screen, biochemical, multiplex bead flow cytometry, Bodipy-GTP; GST-Cdc42 beads; actives lie on both sides; actives 0.2% (n = 190,000); percent activity (GTP binding), % at 10 µM; Cell division control protein 42 homolog (Homo sapiens), P60953;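 active = percent activity GTP binding at least 20 points away from the 100% baseline, either down as inhibitor or up as activator; inconclusive = compound flagged as likely green fluorescent from well-wide comparison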;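 note: median bead fluorescence of bound Bodipy-FL-GTP at 100 nM; 0% = excess unlabeled GTP control and 100% = no compound control; below 100% means less GTP binding so inhibitor and above means activator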
# Target sequence (P60953 whole entry, looked up): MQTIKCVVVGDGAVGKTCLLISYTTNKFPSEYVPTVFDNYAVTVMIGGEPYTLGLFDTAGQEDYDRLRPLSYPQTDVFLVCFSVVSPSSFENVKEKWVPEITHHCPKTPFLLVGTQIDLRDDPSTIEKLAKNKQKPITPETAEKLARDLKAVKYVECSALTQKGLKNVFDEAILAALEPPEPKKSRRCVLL
# Rac1 mut GTP: GTP binding modulators of activated mutant Rac1, primary screen, biochemical, bead-based flow cytometry, multiplex, fluorescent GTP | Ras-related C3 botulinum toxin substrate 1 (Homo sapiens), P63000 | AID 764, 2007 | percent activity (GTP binding), % at 10 µM | GST-Rac1 activated beads; actives lie on both sides; 100% means binding = to untreated wells | actives 0.11% (n = 190,000);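 active = GTP binding at least 20 percentage points away from the 100% baseline, in either direction, so actives lie on both sides; inconclusive = Compound likely fluorescent itself, or too few beads counted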
# HRas wt GTP bind: modulators of GTP binding to HRas wildtype, primary screen, biochemical, bead-based flow cytometry, multiplex; AID 759, 2007; actives 0.14% (n = 190,000); GTP binding activity, % at 10 µM; GTPase HRas (Homo sapiens), P01112; GST-Ras wt beads, Bodipy-FL-GTP binding; actives lie on both sides;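 active = GTP binding activity at least 20% away from the 100% baseline, either lowered as inhibitor or raised as activator; inconclusive = flagged as likely green fluorescent, judged across all proteins in the well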;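 note: 0% = unlabeled GTP competition control and 100% = no-compound control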
# Target sequence (P01112 whole entry, looked up): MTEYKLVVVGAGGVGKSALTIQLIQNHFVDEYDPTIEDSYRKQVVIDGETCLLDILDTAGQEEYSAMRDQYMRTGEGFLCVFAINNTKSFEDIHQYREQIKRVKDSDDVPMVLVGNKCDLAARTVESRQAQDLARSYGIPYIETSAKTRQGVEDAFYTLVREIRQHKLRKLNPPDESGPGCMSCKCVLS
# Rab2 wt GTP: modulators of GTP binding to Rab2A wildtype, primary screen, biochemical, dog, bead-based flow cytometry, multiplex; Ras-related protein Rab-2A (Canis lupus familiaris), P61105; GST-Rab2 wt beads, Bodipy-GTP binding; GTP binding activity, % at 10 µM; actives 0.19% (n = 190,000); AID 760, 2007;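 active = GTP binding activity at least 20 points away from 100%, either lowered or raised; inconclusive = signal likely due to the compound's own green fluorescence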;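 note: 0% = beads with excess unlabeled GTP and 100% = no-compound control corrected for plate trend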
# Pf gametocyte: late stage P. falciparum gametocyte viability inhibitors, primary screen, ATP luminescence, HTS | actives 0.065% (n = 150,000) | AID 743093, 2013 | inhibition, % at 10.9 µM | P. falciparum stage V gametocytes, 24 h;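 active = inhibition above the mean plus 3 SD of compounds within the control limits, set per campaign, cut at about 38% in these data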;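 note: 0% = DMSO wells and 100% = medium only without gametocytes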
# ABCB1 block: ABCB1 efflux pump inhibitors, primary screen, cell-based, multiplex, flow cytometry, ABCG2 counter-screen; CCRF-Adr cells, JC-1 efflux; actives 0.067% (n = 190,000); inhibition, % at 6.6 µM; in the data active = inhibition above about 40%;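 note: 0% = vehicle and 100% = reference inhibitor; higher value means more JC-1 retained so stronger ABCB1 efflux block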
# Rac1 wt modul: wildtype Rac1 GTP binding modulators, primary screen, biochemical, GST-Rac1 beads, flow cytometry, multiplex; actives 0.27% (n = 190,000); AID 757, 2007; fluorescent GTP binding; actives lie on both sides; 0 = cold GTP competed, 100 = untreated; Ras-related C3 botulinum toxin substrate 1 (Homo sapiens), P63000; GTP binding activity (% of control), % at 10 µM;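 active = GTP binding activity at least 20 points away from the 100% control level, either lower or higher; inconclusive = compound flagged as likely green fluorescent, judged across all proteins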
# ABCG2 block: ABCG2 efflux pump inhibitors, primary screen, multiplex with ABCB1, IgMXP3 cells, flow cytometry; AID 1325, 2008; inhibition, % at 6.6 µM; actives 0.1% (n = 190,000); JC-1 efflux; Broad substrate specificity ATP-binding cassette transporter ABCG2 (Homo sapiens), Q9UNQ0;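 active = inhibition above 80%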;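 note: 0% = DMSO and 100% = nicardipine control wells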
#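 System: two drug-resistant human cell lines, ABCG2 and ABCB1; controls: nicardipine high and DMSO low controls; times: 10 min exposure at 25 °C with rotation, no wash; detection: flow cytometry of retained JC-1 fluorescence; read-out basis: percent efflux inhibition, scaled nicardipine 100% to DMSO 0%; doses: one concentration, 6.6 µM final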
# Rab7 wt GTP bind: modulators of GTP binding to Rab7, primary screen, biochemical, wildtype, multiplex bead flow cytometry; GST-Rab7 beads, fluorescent GTP binding; actives lie on both sides; untreated = 100%, excess cold GTP = 0%; Rab7 GTPase wild type (dog), Bodipy-FL-GTP binding; GTP binding activity (percent of control), % at 10 µM; AID 758, 2007; actives 0.055% (n = 190,000);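 active = fluorescent GTP binding to Rab7 beads changed by at least 20 points from the 100% baseline, either direction, mostly lower; inconclusive = compound itself probably fluorescent, or too few beads counted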;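 note: median green fluorescence of bound Bodipy-FL-GTP per Rab7 bead population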
# Mcl1-Noxa inh: Mcl-1/Noxa binding inhibitors, primary screen, biochemical, TR-FRET, 1536-well. Induced myeloid leukemia cell differentiation protein Mcl-1 (Homo sapiens), Q07820. TR-FRET Mcl-1/Noxa peptide binding, 2 h. inhibition, % at 21.7 µM. actives 1.5% (n = 220,000). AID 1022, 2008;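 active = compounds that cut the protein-peptide binding signal by more than 50% relative to plate controls in a single-dose test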;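 note: His-tagged Mcl-1 with rhodamine Noxa BH3 peptide and terbium anti-His antibody; 0% = Mcl-1 plus Noxa peptide wells and 100% = peptide-only wells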
# Target sequence (Q07820 whole entry, looked up): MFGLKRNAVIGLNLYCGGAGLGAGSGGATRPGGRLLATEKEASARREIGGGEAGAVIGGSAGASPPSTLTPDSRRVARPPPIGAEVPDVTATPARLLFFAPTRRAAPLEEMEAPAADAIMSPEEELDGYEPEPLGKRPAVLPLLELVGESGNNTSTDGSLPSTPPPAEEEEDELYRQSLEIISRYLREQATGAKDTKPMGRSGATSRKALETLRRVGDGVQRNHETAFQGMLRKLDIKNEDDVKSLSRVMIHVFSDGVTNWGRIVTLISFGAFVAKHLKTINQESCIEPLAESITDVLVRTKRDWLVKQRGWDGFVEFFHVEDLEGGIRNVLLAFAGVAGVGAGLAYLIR
# Active calls of the source: *; ? = inconclusive; . = no result given; & = joins results of further samples.
SMILES,Avidin fluor,Cdc42 wt GTP,Rac1 mut GTP,HRas wt GTP bind,Rab2 wt GTP,Pf gametocyte,ABCB1 block,Rac1 wt modul,ABCG2 block,Rab7 wt GTP bind,Mcl1-Noxa inh
COc1ccc2cc(C(=O)C3CCCN(C(=O)c4cc5nc(C)cc(C)n5n4)C3)ccc2c1 (centres undefined),6,94,94,97,97,-9,2.6,96,5,103,2
COc1ccc(CCNC(=O)CS(=O)(=O)c2cn(CC(=O)N3CCOCC3)c3ccccc23)cc1OC,9,98,97,97,100,9,0.6,102,8,94,-6
CC1=CCC2C(=O)N(c3ccc(C(=O)N4CCCCCC4)cc3)C(=O)C2C1 (centres undefined),5,107,102,101,101,-30,1.2,109,4,97,13
Cc1c(NS(=O)(=O)c2ccc3c(c2)OCCO3)cccc1-c1nc2cccnc2s1,6,101,99,101,101,.,0.7,104,0,100,-17
Cn1c(=O)c(-c2cc(Br)ccc2N)nc2ccccc21,10,104,96,100,98,23,-0.3,102,9,98,-2
O=C(NCCc1cn2ccccc2n1)c1ccccc1F,8,100,100,97,99,.,0.7,98,5,80,0
O=C(NCCOC(=O)c1ccncc1)c1ccccc1,7,105,99,103,105,.,-0.3,108,-1,104,20
CCc1nc(SCC(=O)N2CCOCC2)c2c(=O)n(C)c(=O)n(C)c2n1,10,100,97,101,98,.,-0.4,106,3,101,-1
O=C(Cn1nnc(-c2ccccc2)n1)OCc1ccccc1,20,101,98,98,98,.,0.1,103,9,97,25
Cc1sc2nc(CSc3nc4ccccc4c(=O)n3CCCN3CCOCC3)[nH]c(=O)c2c1C,4,107,101,103,103,.,0.5,106,0,101,28
CCC(C)S(=O)(=O)c1snnc1C (centres undefined),14,103,101,100,105,.,-0.8,105,5,100,14
COc1ccccc1NS(=O)(=O)c1cc(NC(=O)c2ccncc2)ccc1N1CCOCC1,2,100,98,100,99,.,-0.4,99,-1,98,10
O=C1C2C3C=CC(C4CC34)C2C(=O)N1c1nccs1 (centres undefined),2,101,101,100,98,.,-0.6,104,-3,98,7
Cc1cnc(C(=O)OCC(=O)N2CCN(C(=O)c3ccco3)CC2)cn1,5,99,102,99,97,-10,-0.9,104,-2,99,6
Cn1c(=O)c2cn3ncccc3c2n(C)c1=O,13,101,98,97,97,.,-0.3,98,49,96,-9
CSc1nccc(Nc2ccccc2)c1C#N,6,106,101,103,100,-2,0.6,113,4,96,10
CCOC(=O)CNC=C(C(=O)OCC)C(=O)OCC,6,101,99,101,101,16,-3.1,103,-2,102,5
COc1cc(/C=C(\C#N)c2nc3ccccc3s2)cc([N+](=O)[O-])c1O,16,84,84,84,84,-7,1.3,82,6,86,99*
CC1CCc2nc(N)c(C#N)c(-c3ccncc3)c2C1 (centres undefined),25,95,97,95,98,19,-0.1,97,0,98,.
CC(C)CNC(=O)NC(=O)COC(=O)C1CSC2(c3ccc(F)cc3)CCC(=O)N12 (centres undefined),11,101,95,98,98,-17,0.3,99,1,99,11
Cc1cccc(OCCC(=O)Nc2nnc(C)s2)c1,25,94,94,99,96,1,-0.1,93,1,105,14
COCCNCCCOc1ccc(C(C)(C)c2ccccc2)cc1,14,99,98,100,99,5,0.8,100,2,100,24
COc1ccc(CCNC2CC(=O)N(C)C2=O)cc1OC (centres undefined),10,99,102,99,102,.,0.8,101,16,98,6
COc1ccccc1/C=C(\NC(=O)c1ccc(OC)c(OC)c1)C(=O)Nc1ccc([N+](=O)[O-])cc1,10,105,102,102,100,-6,-0.2,108,-1,99,17
Cc1ccc(C(=O)CSc2nc(N)cc(=O)[nH]2)cc1,13,102,99,102,100,7,-5.7,100,-4,99,2
COc1ccc(NC(=O)c2cc3ccccc3o2)cc1,12,102,99,100,99,.,-0.3,103,1,97,-12
CC1Cc2ccccc2N1c1nc(C2CC2)nc2c1nnn2Cc1ccccc1 (centres undefined),10,100,99,100,100,-12,0.8,100,4,95,-19
COc1cnc(-c2ccccn2)[nH]c1=O,9,97,96,96,98,21,0.7,99,5,96,-22
CCCC(=O)Nc1nnc(C2CCCO2)s1 (centres undefined),8,93,92,94,94,-3,0.1,94,0,93,11
Cn1cc2cccc([N+](=O)[O-])c2n1,10,94,98,97,99,-11,0.2,100,2,103,-8
CCCNC(=O)c1noc2c1CCc1cc(OC)ccc1-2,9,102,97,102,101,0,0.1,104,7,103,7
CC(C)(C)NC(=O)C(c1ccccn1)N(C(=O)C1CSC(=O)C1)c1cccc(F)c1 (centres undefined),5,95,98,99,100,2,0.5,102,1,95,10
O=C1C2C3C=CC(C3)C2C(=O)N1Cc1ccc(CN2C(=O)C3C4C=CC(C4)C3C2=O)cc1 (centres undefined),6,98,98,98,98,.,1.3,98,3,95,14
CCN(CC)S(=O)(=O)c1ccc(-c2ccc(S(=O)(=O)N(CC)CC)cc2)cc1,11,103,99,102,101,.,0.3,103,3,104,2
COC(=O)c1ccccc1NC(=O)Nc1ccc(C(=O)N2CCCC2)cc1,25,99,95,98,98,-22,0.2,97,0,94,0
CCc1nc(SCC(=O)c2ccccc2)c2ccccc2n1,9,101,100,102,101,.,-2.6,99,33,97,11
CCOC(=O)c1sc(NCc2ccco2)c(-c2nc3ccccc3s2)c1N,11,?,?,?,?,.,0.6,?,1,?,12
Cc1ccc(OCC(=O)N(Cc2ccccc2)C2CCS(=O)(=O)C2)c([N+](=O)[O-])n1 (centres undefined),11,105,100,102,102,3,0.3,105,21,104,-6
COC(=O)c1ccc(OCC(=O)c2ccccc2)cc1,7,100,102,104,103,.,0.9,106,3,105,-3
CCOC(=O)CSc1nc(-c2ccncc2)ccc1C#N,36,104,101,103,101,1,0.9,104,5,103,4

# Random excerpt: six entries already listed
SMILES,Avidin fluor,Cdc42 wt GTP,Rac1 mut GTP,HRas wt GTP bind,Rab2 wt GTP,Pf gametocyte,ABCB1 block,Rac1 wt modul,ABCG2 block,Rab7 wt GTP bind,Mcl1-Noxa inh
COc1cnc(-c2ccccn2)[nH]c1=O,9,97,96,96,98,21,0.7,99,5,96,-22
COc1ccc(CCNC2CC(=O)N(C)C2=O)cc1OC (centres undefined),10,99,102,99,102,.,0.8,101,16,98,6
CCCC(=O)Nc1nnc(C2CCCO2)s1 (centres undefined),8,93,92,94,94,-3,0.1,94,0,93,11
COc1ccccc1/C=C(\NC(=O)c1ccc(OC)c(OC)c1)C(=O)Nc1ccc([N+](=O)[O-])cc1,10,105,102,102,100,-6,-0.2,108,-1,99,17
Cc1ccc(OCC(=O)N(Cc2ccccc2)C2CCS(=O)(=O)C2)c([N+](=O)[O-])n1 (centres undefined),11,105,100,102,102,3,0.3,105,21,104,-6
Cc1cccc(OCCC(=O)Nc2nnc(C)s2)c1,25,94,94,99,96,1,-0.1,93,1,105,14

# Remaining list, next part
SMILES,Avidin fluor,Cdc42 wt GTP,Rac1 mut GTP,HRas wt GTP bind,Rab2 wt GTP,Pf gametocyte,ABCB1 block,Rac1 wt modul,ABCG2 block,Rab7 wt GTP bind,Mcl1-Noxa inh
CCCCOC(=O)Cn1c(=O)n(CC(=O)OCCCC)c2ccccc21,10,98,96,97,96,10,0.8,99,2,90,-11
O=C(NNC(=O)C1CCCN(c2ncccn2)C1)c1ccncc1 (centres undefined),6,102,97,99,98,1,0.0,103,0,97,4
Clc1ccc(SCCn2cncn2)cc1,11,94,89,93,93,.,0.4,90,1,92,.
COCC(C)n1c(C)cc(C(=O)CN2C(=O)NC3(CCCCC3C)C2=O)c1C (centres undefined),15,105,99,106,107,.,1.3,101,2,108,1
O=C(COC(=O)c1ccc(Cl)nc1)NCCC1=CCCCC1,9,96,94,95,98,3,-0.1,97,0,104,-6
CCc1ccc(NC(=O)CCc2nc3cccnc3n2Cc2ccc(OC)cc2)cc1,1,96,97,98,98,.,3.6,96,7,100,-55
O=C1CN(C(=O)c2ccccn2)c2ccccc2N1,6,106,102,106,105,4,0.2,112,-1,106,14
Cn1cccc1Cc1nnc(SCC(=O)Nc2ccc(F)cc2)n1CCc1ccccc1,29,101,101,102,101,.,2.8,105,16,100,8
Cc1sc2cc(-c3cccc([N+](=O)[O-])c3)c(-c3cccc([N+](=O)[O-])c3)c[n+]2c1C,10,106,100,101,101,.,0.1,108,-2,101,26
Cc1cc(-c2cccc([N+](=O)[O-])c2)nc2ccccc12,22,104,97,100,97,9,0.6,103,47,98,5
CCCCOc1cc(C(=O)NCCN(CC)CC)c2ccccc2n1,9&11,104&104,99&99,100&104,102&104,.,2.6&1.6,103&105,3&3,100&98,4&29
CC(C)Cn1c(CN2CCCCC2C)nc2c1c(=O)n(C)c(=O)n2C (centres undefined),9,95,99,99,99,.,0.1,99,0,100,3
CCCN1CCN(C(=S)Nc2ccc(S(N)(=O)=O)cc2)CC1,3,94,94,96,99,23,0.8,94,4,104,1
Cc1cccc(Nc2nnc(SC3CCOC3=O)s2)c1C (centres undefined),11,86,91,92,97,1,0.4,84,1,97,12
Cc1ccc(OCc2nc(-c3ccccn3)n[nH]2)cc1,8,104,100,102,101,-12,0.5,107,5,99,-41
COc1ccc(CCNC(=O)CSc2ccc(-c3cccs3)nn2)cc1OC,7,94,96,95,96,14,0.1,98,6,92,14

# Screening results from PubChem BioAssay.
